High-throughput results (PubChem BioAssay)
Pf gametocyte: kills late stage P. falciparum gametocytes. P. falciparum stage V gametocytes, ATP luminescence, 24 h. inhibition, % at 10.9 µM. 150,000 tested, 0.065% active;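 active means inhibition above the mean plus 3 SD of compounds within the control limits, set per campaign, cut at about 38% in these data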;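 further: 0% = DMSO wells and 100% = medium only without gametocytes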
Bim-Mcl-1: inhibitors of Bim-Mcl-1 interaction, human; Q07820; Bead-based flow cytometry, Bim peptide-Mcl-1 binding; inhibition, % at 10 µM; 190,000 tested, 0.1% active; AID 1009; in the data active means inhibition above about 40%;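 further: 0% = no compound tracer wells and 100% = peptide blocker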
Target sequence (Q07820 whole entry, looked up): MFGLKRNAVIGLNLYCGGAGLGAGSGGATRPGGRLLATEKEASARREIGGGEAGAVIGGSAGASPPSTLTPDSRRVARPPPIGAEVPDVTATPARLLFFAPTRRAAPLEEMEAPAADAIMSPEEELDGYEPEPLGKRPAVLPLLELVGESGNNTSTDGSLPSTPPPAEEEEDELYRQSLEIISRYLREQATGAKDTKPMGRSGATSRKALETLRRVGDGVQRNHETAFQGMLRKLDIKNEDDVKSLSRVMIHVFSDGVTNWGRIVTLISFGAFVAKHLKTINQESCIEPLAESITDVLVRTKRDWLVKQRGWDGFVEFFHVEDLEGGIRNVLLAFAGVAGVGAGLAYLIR
Rab2 wt GTP: changes GTP binding to wildtype dog Rab2A, up or down; 190,000 tested, 0.19% active; GTP binding activity, % at 10 µM; GST-Rab2 wt beads, Bodipy-GTP binding, flow cytometry; P61105; AID 760;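 active means GTP binding activity at least 20 points away from 100%, either lowered or raised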;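 further: 0% = beads with excess unlabeled GTP and 100% = no-compound control corrected for plate trend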
Rac1 mut GTP: modulators of GTP binding to human Rac1 activated mutant. GST-Rac1 activated beads, fluorescent GTP binding, flow cytometry; actives lie on both sides; 100% means binding = to untreated wells. percent activity (GTP binding), % at 10 µM. 190,000 tested, 0.11% active. P63000. AID 764;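 active means GTP binding at least 20 percentage points away from the 100% baseline, in either direction, so actives lie on both sides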
Rac1 wt GTP bind: human Rac1 wildtype GTP binding, inhibitors and activators; AID 757; GTP binding activity (% of control), % at 10 µM; 190,000 tested, 0.27% active; GST-Rac1 beads, fluorescent GTP binding, flow cytometry; actives lie on both sides; 0 = cold GTP competed, 100 = untreated;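 active means GTP binding activity at least 20 points away from the 100% control level, either lower or higher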
Cdc42 wt GTP: human Cdc42 wildtype GTP binding change, either direction; percent activity (GTP binding), % at 10 µM; GST-Cdc42 beads, Bodipy-GTP binding, flow cytometry; actives lie on both sides; 190,000 tested, 0.2% active; P60953; AID 761;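 active means percent activity GTP binding at least 20 points away from the 100% baseline, either down as inhibitor or up as activator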;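 further: median bead fluorescence of bound Bodipy-FL-GTP at 100 nM; 0% = excess unlabeled GTP control and 100% = no compound control; below 100% means less GTP binding so inhibitor and above means activator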
Target sequence (P60953 whole entry, looked up): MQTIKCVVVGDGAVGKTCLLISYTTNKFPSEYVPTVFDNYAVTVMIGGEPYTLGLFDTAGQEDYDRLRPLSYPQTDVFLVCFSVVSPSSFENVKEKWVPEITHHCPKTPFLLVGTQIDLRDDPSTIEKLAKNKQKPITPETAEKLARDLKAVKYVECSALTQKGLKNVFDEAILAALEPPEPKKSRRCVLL
Mcl1 Bid PPI: Mcl-1/Bid interaction inhibition | TR-FRET Mcl-1/Bid-Dy647 peptide binding, 1536-well | inhibition, % at 21.7 µM | AID 1021 | 220,000 tested, 0.97% active;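 active means compounds that cut the binding signal by more than half at the single screening dose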;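 further: His-tagged Mcl-1 with europium anti-His antibody binding Bid BH3 peptide; 0% = Mcl-1 plus peptide wells and 100% = peptide-only wells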
HRas wt GTP bind: modulators of GTP binding to human HRas wildtype. P01112. GST-Ras wt beads, Bodipy-FL-GTP binding, flow cytometry; actives lie on both sides. GTP binding activity, % at 10 µM. 190,000 tested, 0.14% active. AID 759;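 active means GTP binding activity at least 20% away from the 100% baseline, either lowered as inhibitor or raised as activator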;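 further: 0% = unlabeled GTP competition control and 100% = no-compound control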
Target sequence (P01112 whole entry, looked up): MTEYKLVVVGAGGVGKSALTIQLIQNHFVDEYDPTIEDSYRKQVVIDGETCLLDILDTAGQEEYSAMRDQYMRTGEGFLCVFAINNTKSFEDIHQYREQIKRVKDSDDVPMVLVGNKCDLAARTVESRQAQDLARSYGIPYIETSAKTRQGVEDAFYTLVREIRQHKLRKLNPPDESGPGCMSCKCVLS
RGS8-Gao reg: modulates binding of RGS8 to human Galphao; multiplexed bead flow cytometry; actives lie on both sides; response (percent of control binding), % at 10 µM; 220,000 tested, 0.34% active; in the data active means response below about 60% or above about 140%; inactive means in between;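 further: Galphao activated as the GDP aluminium fluoride complex binding bead-coupled RGS8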
Rab7 wt modul: alters GTP binding to wildtype dog Rab7; GST-Rab7 beads, fluorescent GTP binding, flow cytometry; actives lie on both sides; untreated = 100%, excess cold GTP = 0%; GTP binding activity (percent of control), % at 10 µM; 190,000 tested, 0.055% active;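 active means fluorescent GTP binding to Rab7 beads changed by at least 20 points from the 100% baseline, either direction, mostly lower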;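 further: median green fluorescence of bound Bodipy-FL-GTP per Rab7 bead population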
Mcl1-Noxa inh: Mcl-1/Noxa interaction inhibition; TR-FRET Mcl-1/Noxa peptide binding, 2 h; Q07820; inhibition, % at 21.7 µM; 220,000 tested, 1.5% active; AID 1022;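 active means compounds that cut the protein-peptide binding signal by more than 50% relative to plate controls in a single-dose test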;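 further: His-tagged Mcl-1 with rhodamine Noxa BH3 peptide and terbium anti-His antibody; 0% = Mcl-1 plus Noxa peptide wells and 100% = peptide-only wells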
* = called active by the depositor; . = no result given. An unsorted share of the library (roughly 2.9% active in at least one column).

SMILES	Pf gametocyte	Bim-Mcl-1	Rab2 wt GTP	Rac1 mut GTP	Rac1 wt GTP bind	Cdc42 wt GTP	Mcl1 Bid PPI	HRas wt GTP bind	RGS8-Gao reg	Rab7 wt modul	Mcl1-Noxa inh
CCO[C@@H]1OC(C(=O)NC2CC2)=C[C@H](c2ccc3c(c2)OCO3)[C@H]1CCCO	.	-3	96	96	97	96	1	96	101	98	-5
O=C(O)c1[nH]c2ccccc2c1C=NCc1ccccc1Cl	24	0	96	93	95	95	89*	94	102	94	-5
O=C(O)C1CCN(S(=O)(=O)c2cccnc2)CC1	.	-1	103	102	103	106	7	103	101	97	-6
O=S(=O)(Nc1cccnc1)c1ccc(Cl)cc1	.	-1	100	96	102	100	-8	98	86	99	8
CC1(Br)C2CCCC1C2S(=O)(=O)c1ccccc1 (stereo not given)	-1	-2	97	98	103	100	15	99	101	96	-3
COc1cccc(-c2cc(C(=O)Nn3cnnc3)c3ccccc3n2)c1	-9	2	99	102	105	100	2	98	99	99	18
Cn1c2ccccc2c2c(C(=O)NCc3ccco3)cn(C3CCCCC3)c(=O)c21	.	0	104	98	100	103	-39	105	77	102	27
Cc1ccc(S(=O)(=O)Nc2ccccc2C(=O)Nc2ccc(S(=O)(=O)Nc3nccc(C)n3)cc2)cc1	-2	1	92	94	95	96	-20	94	107	97	26
CCC(C)(C)NC(=O)CC(c1ccc(OC)cc1)n1cccc1 (stereo not given)	.	-1	102	100	105	101	-35	101	102	102	1
CCCC/C=C/C(NC(=O)CCc1ccccc1)c1ccccc1 (stereo not given)	-18	-1	103	96	104	102	5	105	99	104	-18
Cc1ccc(S(=O)(=O)N2CCC(C(=O)Nc3ccccc3N3CCCCC3)CC2)cc1	0	0	102	96	105	102	12	101	100	104	-15
O=C(CN1C(=O)C2C3C=CC(C3)C2C1=O)NCCc1ccccc1 (stereo not given)	-24	1	101	103	108	105	-39	101	99	96	-1
S=C(NCc1ccc2c(c1)OCO2)NC1CC1	17	-1	100	95	103	99	-40	101	100	108	-8
COc1ccc(Cl)cc1NC(=O)NCCN1CCCCC1	27	-6	96	98	99	98	5	99	103	94	-1
O=C(NC(=S)Nc1cccc(NC(=O)c2ccccc2)c1)c1cccc([N+](=O)[O-])c1	-18	-2	102	101	102	101	-13	102	111	97	21
COc1ccc(N2CCN(c3ncnc4c3cnn4-c3ccc(C)cc3C)CC2)cc1	18	-3	100	101	100	99	-25	100	102	100	13
ClC1(Cl)CC1CSc1ncn[nH]1 (stereo not given)	2	0	94	95	97	95	0	93	105	95	15
COc1ccc(-c2noc(CCC(=O)N3CCN(c4cc(C)ccc4C)CC3)n2)cc1	.	-1	78*	75*	82	80	19	82	101	85	6
COC(=O)c1ccc(CSc2nc3sc(C(=O)O)c(C)c3c(=O)[nH]2)cc1	11	2	102	94	106	100	5	102	103	105	3
CCOC(=O)N1CCN(C(=O)CSc2nnc(-c3ccc(C(C)(C)C)cc3)o2)CC1	.	0	98	95	99	96	-10	98	97	99	17
Cc1c(Cl)cccc1N1C(=O)CC(NNC(=O)c2cccnc2)C1=O (stereo not given)	-17	15	100	101	106	104	-36	100	102	101	2
Cc1ccc(C(NC(=O)N2CCOCC2)C(Cl)Cl)cc1F (stereo not given)	-10	-3	100	100	103	103	-37	103	98	99	-3
O=C(NC(=S)Nc1ccc2[nH]ncc2c1)c1ccccc1	.	-4	100	99	98	100	-79	100	100	97	35
Cc1c(NC(=O)CSc2ccc(Cl)cc2)c(=O)n(-c2ccccc2)n1C	-14	4	96	96	94	95	-20	94	102	91	-3
O=C(CCC1COc2ccccc2O1)NCC1COc2ccccc2O1 (stereo not given)	-1	-7	98	95	102	99	0	98	101	98	7
CC(C(=O)NCC1CCCCC1)N(C)Cc1cccc(Cl)c1 (stereo not given)	5	-1	96	95	99	96	4	98	92	100	5
CSc1ccc(S(=O)(=O)NCCSC(C)(C)C)cc1	.	2	101	100	103	103	-45	101	101	98	5
O=C(NC1(C(F)(F)F)NC(=O)N(CCc2ccccc2)C1=O)C1CC1 (stereo not given)	-3	8	101	101	105	100	-3	102	102	100	13
COc1cc(/C=N/N2C(=O)c3ccccc3NC2(C)c2cccc([N+](=O)[O-])c2)cc(Br)c1O (stereo not given)	.	-1	102	100	100	103	-41	104	99	105	-12
Nc1c(NCCC2=CCCCC2)c(=O)[nH]c(=O)n1Cc1ccccc1	-5	-2	99	98	97	98	-115	100	97	100	37
Cc1ccccc1C(=O)NNC1=NCCC1	.	0	103	103	110	106	-15	103	123	104	-3
Cc1ccc(C(=O)N/C(=C\c2ccccc2F)c2nc(=S)[nH][nH]2)cc1	-2	-1	95	92	94	92	-36	95	99	103	17
CC(C)(C)c1nc2scc(-c3cccs3)c2c(=O)o1	-16	-2	93	94	93	94	-14	94	94	92	-1
C=CCOn1c(=O)c(-c2cc3ccccc3o2)[n+]([O-])c2ccccc21	-31	-1	94	97	96	95	-16	94	99	93	-8
Cc1cccc(Nc2cc(=O)[nH]c(=O)[nH]2)c1C	.	-2	99	99	103	100	-24	99	110	101	9
O=C(NCc1ccccc1Cl)c1cnn2cccnc12	16	0	93	94	94	95	-2	93	103	93	2
Cc1ccccc1C(=O)c1cccn1CC(=O)NCCN1CCN(c2cccc(C)c2C)CC1	5	1	98	97	97	97	-14	98	120	95	-20
CCN(CC)S(=O)(=O)c1cccc(C(=O)Nc2cc(C)cc(C)c2)c1	.	-2	100	98	99	102	-3	100	98	101	0
NC(=O)NC(c1ccccc1)c1ccccc1	6	0	100	103	105	104	6	102	99	100	2
CCOc1nc(Nc2ccc(OC)cc2)nc(OCC)n1	.	1	98	97	99	98	-8	100	100	98	18
O=C(/C=C/c1ccc(Cl)cc1)Nc1ccc(Br)cn1	13	1	103	95	92	98	-13	98	100	106	1
COC(=O)CC(NC(=O)Nc1ccc(C)cc1)c1cccc([N+](=O)[O-])c1 (stereo not given)	3	-1	95	92	99	95	-8	95	26*	96	-1
O=C(Nc1ccc2c(c1)OCCO2)c1cc2sccc2n1Cc1ccccc1	-19	-2	103	102	105	104	-38	105	101	102	-9
COc1ccc(CNC(=O)CN2C(=O)NC3(CCCCCC3)C2=O)cc1OC	13	1	96	97	99	97	0	96	102	100	1
O=C(Nc1c2c(nc3ccccc13)CCCC2)c1ccccc1Br	.	11	98	97	99	103	-23	97	111	98	9
Cc1ccsc1C(=O)N1CCC(CO)(Cc2ccccc2)CC1	-4	-2	97	96	101	98	-1	97	101	93	0
c1ccc(-c2ccnc3nc(N4CCN(c5ccccc5)CC4)nn23)cc1	13	2	101	96	101	98	-93	101	103	98	-5
CCN1/C(=C2\C(=O)N(c3ccccc3)N=C2C)C=Cc2cc(C)ccc21	-13	-1	97	99	103	96	-32	98	103	97	9
Cc1ccn2cc(C(=O)Nc3ccc4c(c3)OCCO4)nc2c1	.	-4	95	96	95	98	-11	98	100	98	4
CCOc1ccc(Cc2noc3c2C(=O)CC(C)(C)C3)cc1OCC	-8	0	97	96	96	95	-8	95	98	95	-13
Cc1cc(C)nc(N/N=C/C2=C(N3CCOCC3)C(=C/c3ccccc3)/CC2)n1	-6	-3	100	97	104	101	-21	100	103	97	53*
CCCn1c(CNc2ccccc2O)nc2ccccc21	.	-2	99	98	98	97	-53	97	100	98	20
CCOc1ccccc1NC(=O)c1ccc(-n2cncn2)nc1	15	1	92	93	99	96	-5	96	104	95	-1
O=C1C2CC=CCC2C(=O)N1c1ccc(NCCc2ccc(O)cc2)c([N+](=O)[O-])c1 (stereo not given)	9	1	98	100	103	92	-9	100	99	98	26
CCOC(=O)c1ccc2c(c1)nc(SCC(=O)N1CCOCC1)n2CC	-16	4	96	93	89	92	-9	96	101	101	-5
N#Cc1cc(-c2ccccc2)c[nH]c1=O	9	-5	99	100	100	101	10	98	99	99	5
Cc1oc(=O)c(NC(=O)c2ccccc2)cc1C(C)O (stereo not given)	-9	-3	100	96	97	95	-17	99	102	106	10
CCOc1cc(/C=N/NC(=O)Nc2ccccc2)ccc1O	-13	5	89	95	90	91	-56	91	97	92	25
CCC(=O)Nc1c(C(=O)N2CCCCCC2)cnn1-c1ccc(C)c(C)c1	3	3	97	97	96	97	-26	99	102	94	-4
COc1ccccc1NC(=O)Nc1ccc2[nH]c(=O)[nH]c2c1	-1	2	89	90	89	86	-41	88	103	89	17

(cont.)
SMILES	Pf gametocyte	Bim-Mcl-1	Rab2 wt GTP	Rac1 mut GTP	Rac1 wt GTP bind	Cdc42 wt GTP	Mcl1 Bid PPI	HRas wt GTP bind	RGS8-Gao reg	Rab7 wt modul	Mcl1-Noxa inh
CC(C)N(C(=O)CSc1nc2ccccc2n1Cc1ccc(F)cc1)C(C)C	.	-2	97	97	100	101	4	97	101	95	-5
O=C(Nc1ccc(NC(=O)C2CCCCC2)nc1)c1ccccn1	-10	-2	98	98	99	100	-25	96	97	98	6
O=C(Nc1ccc(S(=O)(=O)NCc2ccccc2)cc1)c1ccc(Br)o1	.	0	99	97	105	100	-6	98	102	97	-3
CCN(CC)S(=O)(=O)c1ccc(Cl)c(C(=O)NC)c1	.	-2	98	98	108	102	-2	99	100	97	-8
Cc1ccc(S(=O)(=O)N2CCN(c3ccc4nnc(-c5ccccc5)n4n3)CC2)cc1	.	2	93	93	96	94	7	94	104	96	-24
CN(C)CC(C)(C)CNS(=O)(=O)c1cccc(Cl)c1Cl	.	0	103	101	106	104	-15	103	99	102	10
CCCCCCCOC(=O)C[N+](C)(C)CCOC1CC2CCC1(C)C2(C)C (stereo not given)	2	0	96	98	104	102	5	100	101	99	2
CCOc1cc(C(=O)NCc2ccccc2)ccc1OCC(=O)N1CCOCC1	15	-2	96	97	102	97	0	96	87	97	9
CCCCN(CCCNC(=O)Cn1ncc2ccsc2c1=O)Cc1ccccc1	-27	0	101	95	103	100	-8	101	99	107	37
O=C(CNCC1CCCO1)N1CCCCCC1 (stereo not given)	5	-2	100	96	94	98	-15	98	102	106	17
CCOCCCNC(=O)C(NC(=O)Cc1cccs1)c1ccc(Cl)cc1 (stereo not given)	-3	0	99	97	98	97	-35	96	103	95	13
